Source: PubChem BioAssay (National Center for Advancing Translational Sciences (NCATS))
D1 potentiator = potentiators of human D1 dopamine receptor; potentiation, % at 10 µM; 360,000 tested, 0.036% active; HEK293 TREx D1 cells, calcium flux, dopamine EC20 potentiation; AID 504651; in the data active means potentiation above about 30%; further: 0% is about no effect
Target sequence (P21728 whole entry, looked up): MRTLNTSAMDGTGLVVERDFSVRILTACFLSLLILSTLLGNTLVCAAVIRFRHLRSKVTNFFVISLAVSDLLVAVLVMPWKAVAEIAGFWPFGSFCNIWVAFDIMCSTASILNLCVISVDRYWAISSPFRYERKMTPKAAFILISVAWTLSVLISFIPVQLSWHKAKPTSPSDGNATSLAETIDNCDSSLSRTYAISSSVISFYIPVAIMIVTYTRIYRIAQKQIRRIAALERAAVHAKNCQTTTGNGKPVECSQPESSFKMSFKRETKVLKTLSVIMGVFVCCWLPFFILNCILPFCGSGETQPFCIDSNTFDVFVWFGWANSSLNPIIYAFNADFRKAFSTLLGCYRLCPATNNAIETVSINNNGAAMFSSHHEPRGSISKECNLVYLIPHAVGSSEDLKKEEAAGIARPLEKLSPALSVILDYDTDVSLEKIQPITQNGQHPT
D2 PAM = D2 dopamine receptor (human) potentiation | P14416 | HEK293 T-REx D2, calcium flux, EC20 dopamine potentiation | potentiation, % at 10 µM | 340,000 tested, 0.34% active;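 active means potentiation over 3 SD above the plate norm, cut at about 30% in these data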; further: 0% is about no effect
Target sequence (P14416 whole entry, looked up): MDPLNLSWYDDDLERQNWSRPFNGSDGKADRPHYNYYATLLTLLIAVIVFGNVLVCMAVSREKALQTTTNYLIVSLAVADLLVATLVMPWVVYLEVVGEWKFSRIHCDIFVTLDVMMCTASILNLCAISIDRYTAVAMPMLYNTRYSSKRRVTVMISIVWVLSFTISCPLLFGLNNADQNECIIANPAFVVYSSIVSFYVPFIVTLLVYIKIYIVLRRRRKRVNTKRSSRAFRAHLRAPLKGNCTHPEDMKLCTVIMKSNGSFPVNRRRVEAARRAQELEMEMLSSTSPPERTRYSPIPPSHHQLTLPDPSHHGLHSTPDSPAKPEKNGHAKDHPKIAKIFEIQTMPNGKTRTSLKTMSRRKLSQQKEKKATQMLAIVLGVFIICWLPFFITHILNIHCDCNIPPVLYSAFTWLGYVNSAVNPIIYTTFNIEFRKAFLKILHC
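Calcium flux readout, no-wash dye, 1 read/s. Inducible HEK293 Trex D2 line, overnight 30 C. Compound alone 180 s (agonist flags), then EC20 dopamine, another 180 s to score potentiation.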
RXFP1 agonist = RXFP1 (human) receptor agonism; Q9HBX9; HEK293T-RXFP1 cAMP TR-FRET, 30 min; response scale: percent of porcine relaxin response, buffer zero; Potency, µM (titrated, usually from 57.5 µM), inactives show at the highest dose activation, usual class: activators; 370,000 tested, 0.3% active; further: potency means the concentration at half of the fitted maximal effect; on the % scale 0 is the no-effect control and ±100 the full control effect; nearly all actives have a fitted effect of over 60% in size; many of its hits are not listed in these tables
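cAMP rise read by TR-FRET after 30 min, 37C compound exposure (up to 58 uM) in RXFP1-transfected HEK293 cells with Ro 20174 present. EC50 from Hill-equation fits, with 29 nM porcine relaxin as 100% and buffer as basal.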
Apoferritin bind = candidate novel general anesthetic via apoferritin binding. 350,000 tested, 0.074% active. AID 485281. apoferritin/1-aminoanthracene competitive binding, fluorescence. Potency, µM (highest dose often 77.5 µM), inactives show at the top dose activity change, negative = displacement, most hits filed as inhibitors; further: potency means the concentration at half of the fitted maximal effect; on the % scale 0 is the no-effect control and ±100 the full control effect; nearly all actives have a fitted effect of over 20% in size
Target sequence (P02791 2-175 limits assumed): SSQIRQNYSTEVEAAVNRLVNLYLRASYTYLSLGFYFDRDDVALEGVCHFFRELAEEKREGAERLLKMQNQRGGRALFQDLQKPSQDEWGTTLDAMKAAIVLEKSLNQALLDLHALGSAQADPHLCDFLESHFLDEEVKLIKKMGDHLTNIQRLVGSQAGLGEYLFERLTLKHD
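Concentration-response curves derived by four-parameter Hill fitting of normalized fluorescence, where compounds displaced 1-AMA from 10 uM horse apoferritin following a brief 10 min room-temperature incubation; propofol titration acted as positive control.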
TRHR PAM = allosteric enhancers of human TRH receptor | P34981 | TRHR cells, fluo-8 calcium fluorescence, EC20 TRH enhancement | enhancement, % at 2 µM | 360,000 tested, 0.66% active | AID 493056; in the data active means enhancement above about 30%; further: 0% is about no effect
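Enhancer read-out: after compound pinning and an initial kinetic agonist-mode read, an EC20 of TRH (10 nM final) was injected and fluo-8 calcium signal (Ex 480/Em 530) followed at 1 s/cycle for 100 cycles in TRHR-expressing cells.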
RXFP1 antag = RXFP1 (human) relaxin receptor antagonism; Q9HBX9; AID 1259400; 350,000 tested, 0.59% active; activity change, negative = inhibition, % at 57.5 µM; HEK293-RXFP1, relaxin-stimulated cAMP HTRF, 30 min; stronger effect = lower value;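 active means activity change of -60% or lower, but not beyond a set lower limit; inconclusive means change between -60% and -40%, or beyond the set limit; inactive means change above -40%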; further: on the % scale 0 is the no-effect control and ±100 the full control effect
TRHR agonist = agonists of human TRH receptor; P34981; TRHR cells, calcium flux fluo-8, FDSS agonist mode; activation, % at 2 µM; 360,000 tested, 0.18% active; AID 493084; in the data active means activation above about 30%; further: 0% is about no effect
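TRHR-expressing cells, plated overnight in medium with 10% serum, were loaded with fluo-8 calcium dye at room temperature. After a 10 s baseline, library compound was pin-added and calcium release was recorded kinetically (ex 480/em 530) as agonist response.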
D1 antagonist = blocks dopamine activation of the human D1 receptor; HEK293 TREx D1 cells, calcium flux, dopamine EC80; stronger effect = lower value; 360,000 tested, 3.2% active; P21728; activity change, negative = inhibition, % at 10 µM; in the data active means activity change below about -30%; further: on the % scale 0 is the no-effect control and ±100 the full control effect
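Kinetic fluorescence of a calcium dye serves as the read-out. D1-expressing Hek293 Trex cells, induced overnight at 30 C, are exposed to compound for 180 s before an EC80 dopamine addition, then read 180 s further.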
D1 agonist = agonists of human D1 dopamine receptor; 360,000 tested, 1% active; activation, % at 2 µM; P21728; HEK293 T-REx D1 cells, calcium flux, agonist mode; in the data active means activation above about 30%; further: 0% is about no effect
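Inducible HEK293 T-REx D1 cells, force-coupled to calcium signalling, were plated at 4000 cells/well with tetracycline and held overnight at 30 C. After no-wash calcium dye loading, compound-evoked calcium rise over 180 s flagged agonists.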
* hit, by the source's call; ? = inconclusive; . = not tested or not shown; [ ] = dose if it differs, or a comment. Unless noted, the call rests on the fitted dose curve; in most records, active means well fitted curve in the direction sought with a large enough effect; inconclusive means small, poorly fitted or top-dose-only effect, or another doubt; inactive means no such curve, though single readings can be large; an effect the other way counts as inactive or inconclusive. Not all compounds are listed. The share of hits here may be higher or lower than overall.

SMILES | D1 potentiator | D2 PAM | RXFP1 agonist | Apoferritin bind | TRHR PAM | RXFP1 antag | TRHR agonist | D1 antagonist | D1 agonist
Cc1ccc(NC(=O)CN(C)C(=O)Cc2ccccc2F)cc1 | 1.6 | 4.2 | -0.6% | -8.5% | 2.4 | -9.8 | 0.3 | -8.7 | 1.4
COc1cccc(C(=O)Nc2ccncc2)c1 | -9.1 | 10.9 | 1.1% | -1.6% | -0.4 | . | 0.0 | -58.9* | 2.5
CNC[C@H](CC1CCCCC1)NC[C@H](NCCC1CCCC1)[C@H](C)O | -6.2 | -6.9 | -0.3% | -14.5% | 0.4 | . | 1.7 | -26.2 | 7.2
COc1cc(NC(=O)CN2CCC(Cc3ccccc3)CC2)c(C)cc1[N+](=O)[O-] | -9.2 | 1.3 | 0.8% | 3.9% | 0.1 | -5.7 | -0.3 | -7.2 | 1.7
O=C(CN1CCCCC1)Nc1ccccc1-c1ccccc1 | 11.6 | 2.7 | 0.3% | ? | -0.8 | -7.7 | -1.1 | 6.0 | 0.8
CCn1cc(S(=O)(=O)c2cccc(C)c2)c(=O)c2cc(F)c(N3CCN(C)CC3)cc21 | -7.0 | -0.6 | -1.2% | -3.1% | 1.0 | 10.1 | 0.3 | 10.9 | 0.6
CC(C)c1ccc2oc(=O)cc(CN3CCN(c4ccc(F)cc4)CC3)c2c1 | 0.8 | -4.8 | 0.1% | -7.7% | 11.7 | -19.1 | -0.5 | 3.8 | 1.0
CCOC(=O)c1sc(NC(=O)CSc2nc3ccccc3o2)c(C(=O)OCC)c1C | -8.7 | 8.1 | -1.1% | -3.5% | 4.1 | 1.3 | -1.1 | -1.4 | 1.1
CC(/C=N\NC(=O)c1cc(C)oc1C)=C\c1ccccc1 | -2.6 | -21.4 | -0.9% | -11.2% | 14.2 | -3.9 | -0.3 | -11.4 | -0.7
O=C(CN1C(=O)S/C(=C\c2ccccc2)C1=O)NNC(=O)c1ccccc1O | -4.9 | 4.9 | -1.0% | -18.7% | 20.8 | -25.6 | 0.9 | -14.8 | 0.6
CSc1ccc(CCNS(=O)(=O)c2c(C)[nH]c(C)c2C(=O)N2CCCCC2)cc1 | 6.9 | 1.5 | -0.3% | -20.2% | 20.4 | 13.3 | -0.2 | 0.7 | -0.6
Cc1ccccc1CN1CCCC(C(=O)Nc2ccc(-c3ccn[nH]3)cc2)C1 (stereo unspecified) | -4.2 | -24.2 | 0.0% | -18.7% | 0.8 | -11.9 | 1.8 | -11.2 | 10.8
COC(=O)c1cccc(Nc2nc(-c3cccnc3)nc3ccccc23)c1 | -2.8 | -9.8 | 6.5% | -0.8% | -3.7 | 11.8 | -0.2 | 4.7 | 0.9
COC(=O)c1cc2ccsc2n1CC(=O)N(C)C1CCCCC1 | -1.6 | 7.7 | 0.7% | -20.9% | 3.9 | -8.6 | 0.7 | 6.3 | 1.2
CC(=O)NC1=C(Nc2ccc(N(C)C)cc2)C(=O)c2ccccc2C1=O | -1.1 | -1.1 | 3.4% | -4.5% | 3.0 | -19.1 | -0.1 | 5.9 | -2.8
CCCC(=O)Nc1cc(C)c(NC(=O)c2cccs2)cn1 | -6.0 | 18.3 | 0.7% | -7.1% | -1.8 | -11.9 | 1.3 | 0.1 | 0.8
COc1ccc(CC(=O)N2CC(=O)N(CCc3ccccc3)C(=O)C2)cc1 | -1.1 | -6.9 | -1.2% | -8.2% | -1.3 | -5.3 | 0.5 | -2.0 | 5.4
O=c1c(Cc2ccc(Cl)cc2)c(O)ccn1Cc1ccncc1 | -3.9 | -2.1 | -0.7% | -5.2% | 2.3 | -4.5 | -0.1 | -12.9 | 2.8
CCOC(=O)c1c(NC(=O)CSc2nc(-c3ccccc3)cc(C(F)(F)F)n2)sc(C)c1C | 0.5 | . | 0.5% | -1.1% | -1.5 | 3.7 | 0.4 | 8.0 | -1.3
O=C(N/C(=C/c1ccco1)C(=O)N1CCCCCC1)c1ccccc1 | -7.2 | -4.9 | 0.9% | -1.3% | 11.2 | -7.8 | -0.5 | -12.4 | 2.4
CCCCOc1ccc(C(=O)Nc2ccc(S(=O)(=O)Nc3onc(C)c3C)cc2)cc1 | -0.3 | -11.5 | 2.6% | -10.9% | -3.3 | . | -0.4 | -13.3 | 1.4
CCOC(=O)c1c(C)[nH]c(C(=O)N2CCN(c3ccc(OC)cc3)CC2)c1C | 0.7 | 6.4 | 0.4% | -11.2% | 2.2 | -23.0 | 0.2 | 10.9 | -3.1
Cc1cc(C)n(-c2nc3c(c(=O)[nH]c(=O)n3C)n2C)n1 | 0.5 | -8.3 | 1.8% | -5.4% | -7.7 | -6.0 | 0.1 | -2.0 | 1.2
Cc1ccc(Cl)cc1NC(=S)N1CCCCCC1 | -4.6 | . | -0.2% | ? | 5.1 | -1.2 | 0.6 | -0.8 | 0.9

Brought forward from above: 3 compounds; new compounds follow.
SMILES | D1 potentiator | D2 PAM | RXFP1 agonist | Apoferritin bind | TRHR PAM | RXFP1 antag | TRHR agonist | D1 antagonist | D1 agonist
CCOC(=O)c1c(C)[nH]c(C(=O)N2CCN(c3ccc(OC)cc3)CC2)c1C | 0.7 | 6.4 | 0.4% | -11.2% | 2.2 | -23.0 | 0.2 | 10.9 | -3.1
Cc1cc(C)n(-c2nc3c(c(=O)[nH]c(=O)n3C)n2C)n1 | 0.5 | -8.3 | 1.8% | -5.4% | -7.7 | -6.0 | 0.1 | -2.0 | 1.2
Cc1ccc(Cl)cc1NC(=S)N1CCCCCC1 | -4.6 | . | -0.2% | ? | 5.1 | -1.2 | 0.6 | -0.8 | 0.9
O=C(O)c1cn(-c2ccccc2)nc1-c1ccc(F)cc1 | -5.7 | -7.2 | 2.0% | -5.2% | 6.4 | -1.0 | -0.1 | -20.3 | 5.4
CCOc1ccc(S(=O)(=O)N2CCN(C(=O)Cc3ccc(S(=O)(=O)N4CCOCC4)s3)CC2)cc1 | -1.8 | -0.3 | 0.2% | . | 1.4 | 3.8 | -0.4 | -4.7 | 9.8
Cc1ccc(CNC(=O)CN(c2cccc(C)c2C)S(=O)(=O)c2ccccc2)cc1 | -2.6 | 6.5 | 1.0% | 6.1% | 1.4 | -13.7 | -0.7 | -5.5 | 14.7
CCOCCCNC(=O)C1CCN(S(=O)(=O)CC)CC1 | -3.0 | -0.3 | 0.2% | -3.9% | -1.7 | -19.8 | 0.1 | 19.6 | 3.7
O=C(O)c1c(F)c(F)c(F)c(F)c1-c1ccc(Cl)cc1 | 0.2 | -0.2 | -0.2% | -14.3% | 2.1 | 5.8 | 0.9 | 0.2 | 0.9
CCOC(=O)CSc1ncc(-c2ccccc2)nn1 | -0.7 | -1.6 | 0.3% | ? | -6.1 | 6.2 | -0.2 | -8.7 | 3.7
Nc1c(C(=O)NCc2ccco2)c2nc3ccccc3nc2n1CCc1ccc(F)cc1 | -2.1 | -0.8 | 6.3% | 205.4%[activator] | 4.5 | -30.0 | 0.2 | -2.7 | 6.1
Cc1ccc(CNC(=O)c2ccc3nc(N4CCCCC4)sc3c2)cc1 | -0.3 | 2.5 | 0.6% | -13.7% | 4.4 | . | -0.8 | 5.2 | 1.6
CN(C)c1ccc(CNC(=O)c2cc(S(=O)(=O)N3CCOCC3)cn2C)cc1 | -6.7 | -4.2 | 4.3% | -13.1% | 16.1 | -20.1 | 0.1 | 1.3 | 2.3
Cc1ccc(OCCSc2nc(-c3ccccc3C)nc3cc(=O)[nH]n23)cc1Cl | -6.1 | 4.7 | 3.9% | ? | 3.1 | . | -0.9 | -62.4* | 25.6
O=C(NC1CCCc2ccccc21)c1ccc(S(=O)(=O)N2CCOCC2)cc1 (stereo unspecified) | 2.2 | -2.7 | 2.5% | ? | -1.8 | 6.6 | -1.1 | 4.0 | 0.7
CC(C)(C)NC(=O)C(=O)NNC(=O)C12CC3CC(CC(C3)C1)C2 | 1.6 | -1.0 | -0.5% | -11.7% | 8.4 | -3.5 | 0.6 | -26.3 | 0.2
O=C(O)CSC12CC3CC(C1)CC(C(=O)O)(C3)C2 | -5.7 | 17.4 | 0.6% | -5.1% | 5.1 | 4.1 | -0.5 | 14.4 | 2.4
O=C(CC1SC2=NCCN2C1=O)Nc1ccccc1 (stereo unspecified) | 1.0 | 11.0 | 0.1% | -11.5% | 2.8 | 7.8 | 0.7 | 2.1 | 3.1
C=CCOC(=O)/C=C/C(=O)NC(N)=O | -2.2 | -3.4 | 2.2% | -2.3% | -7.8 | 10.3 | 0.4 | 16.7 | 3.6
O=C(c1ccc(Cl)cc1[N+](=O)[O-])N1CCN(c2ccccn2)CC1 | -7.2 | 22.1 | 0.7% | -8.3% | -0.8 | 3.4 | -0.6 | 4.4 | 1.1
Cc1ccc(-c2nn(C)c(=O)c3ccccc23)cc1CNS(C)(=O)=O | -11.6 | 8.0 | 0.4% | -2.2% | 12.1 | 0.5 | 1.1 | -12.2 | 1.8
Cc1ccc([N+](=O)[O-])cc1S(=O)(=O)Nc1ccc(O)c(Sc2ncn[nH]2)c1 | -4.6 | -1.5 | -1.7% | -5.9% | 0.6 | 7.4 | 0.6 | -7.3 | 1.0
CCn1c(SCC(=O)Nc2ccc3c(c2)OCCO3)nnc1-c1c[nH]c2ccccc12 | -5.4 | 1.5 | 0.9% | -9.6% | 3.4 | -8.5 | -1.1 | -8.4 | 4.5
C[C@]12CCC(=O)C=C1CC[C@@H]1[C@@H]2[C@@H](O)C[C@]2(C=O)[C@@H](C(=O)CO)CC[C@@H]12 | -4.2 | . | -0.1% | . | -20.6 | . | -1.3 | 20.8 | -1.0
CCc1ccc(OC(C)C(=O)Nc2ccccc2C(=O)N2CCOCC2)cc1 (stereo unspecified) | -7.3 | -14.9 | -1.0% | -3.1% | -0.7 | 6.5 | -0.6 | -18.8 | 0.7
Cc1ccc(S(=O)(=O)Nc2ccc(C(=O)NCCCN3CCOCC3)cc2)cc1[N+](=O)[O-] | -5.1 | -3.3 | 1.0% | . | 2.8 | 14.3 | 0.2 | -24.5 | -0.1
COc1ccc(S[C@@H](CCN2CC[C@H](C)CCC2=O)c2ccccc2)cc1 | 4.1 | 14.0 | -0.5% | . | -1.5 | . | 0.4 | -23.1 | 9.8
Cc1c(NC(=O)c2ccc(-c3ccc(F)cc3)o2)cccc1-c1nc2ncccc2o1 | -1.6 | -6.0 | 24.6% | 0.4% | -6.6 | . | 1.7 | -1.9 | -2.2
CCN(CC)S(=O)(=O)c1ccc(OC)c(NC(=O)c2sc3ccccc3c2Cl)c1 | -7.2 | -3.2 | 12.1% | -5.0% | 4.1 | 0.5 | 0.6 | -23.7 | 1.3
